RAD52 inh – inhibitors of human RAD52 DNA annealing; recombinant RAD52 DNA annealing, FRET fluorescence; inhibition, % at 18.7 µM; AID 651710; 360,000 tested, 0.46% active; P43351;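 active = every replicate showing at least 50% inhibition; inconclusive = mean inhibition at least 50% but not in every replicate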
Target sequence (P43351 whole entry, looked up): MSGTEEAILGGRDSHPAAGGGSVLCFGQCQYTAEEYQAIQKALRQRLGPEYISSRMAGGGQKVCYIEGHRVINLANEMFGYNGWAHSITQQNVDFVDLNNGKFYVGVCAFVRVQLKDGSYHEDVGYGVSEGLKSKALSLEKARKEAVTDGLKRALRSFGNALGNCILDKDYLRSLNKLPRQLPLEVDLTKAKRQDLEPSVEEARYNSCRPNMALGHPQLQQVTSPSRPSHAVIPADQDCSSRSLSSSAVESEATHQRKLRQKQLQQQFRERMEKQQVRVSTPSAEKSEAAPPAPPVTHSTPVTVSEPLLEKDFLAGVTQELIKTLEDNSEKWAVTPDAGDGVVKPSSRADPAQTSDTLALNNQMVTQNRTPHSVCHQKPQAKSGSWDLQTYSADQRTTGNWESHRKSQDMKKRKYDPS
Cneo AK release – causes C. neoformans cell lysis; 360,000 tested, 0.2% active; adenylate kinase release luminescence, 4 h; normalised: neutral wells 0, clomiphene wells 100; lysis activity, % at 15 µM;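 active = mean lysis activity across replicates of at least 80%, whatever share of replicates individually reach that level; inactive = mean lysis activity below 80%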
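Assay system: log-phase C. neoformans yeast / Quantity: yeast cell density of 5 × 10^6 cells/mL / Medium: fresh YPD growth medium / Compound: single dose / Timing: static 4 h at 37 °C with compound, 1 h detection / Measured by: adenylate kinase release luminescence / Read-out: lysis from increased AK signal / Benchmarks: Clomiphene as positive lysis control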
miR-122 sensor – inhibitors of miR-122 in Huh7 cells; Huh7 miR-122 Renilla luciferase sensor, 48 h; neutral wells = 0, positive control = 100; activation (reporter increase), % at 12.5 µM; 340,000 tested, 0.3% active; AID 602342;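 active = mean replicate activation score at least 90 and every replicate individually at or above 90; inconclusive = only one of the two criteria met; inactive = neither criterion met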;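 note: higher luciferase means less miR-122 activity so hits act as miR-122 inhibitors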
E-sel inducer – E-selectin induction on HUVECs; P16581; HUVEC E-selectin immunofluorescence imaging; normalized: neutral wells 0, TNF-alpha wells 100; activation, % at 7.58 µM; 260,000 tested, 0.37% active;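 active = mean E-selectin-positive cell signal at least 10% of the positive control, reached in at least 60% of replicates, without over 20% cell loss; inconclusive = no rule given, readout overlaps actives, possibly toxicity-flagged; inactive = the rest, including those meeting only one limit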;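 note: in these data hits start at about 27%; measured in HUVEC primary endothelial cells; signal is the percent of cells scored E-selectin positive by PE staining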
Target sequence (P16581 whole entry, looked up): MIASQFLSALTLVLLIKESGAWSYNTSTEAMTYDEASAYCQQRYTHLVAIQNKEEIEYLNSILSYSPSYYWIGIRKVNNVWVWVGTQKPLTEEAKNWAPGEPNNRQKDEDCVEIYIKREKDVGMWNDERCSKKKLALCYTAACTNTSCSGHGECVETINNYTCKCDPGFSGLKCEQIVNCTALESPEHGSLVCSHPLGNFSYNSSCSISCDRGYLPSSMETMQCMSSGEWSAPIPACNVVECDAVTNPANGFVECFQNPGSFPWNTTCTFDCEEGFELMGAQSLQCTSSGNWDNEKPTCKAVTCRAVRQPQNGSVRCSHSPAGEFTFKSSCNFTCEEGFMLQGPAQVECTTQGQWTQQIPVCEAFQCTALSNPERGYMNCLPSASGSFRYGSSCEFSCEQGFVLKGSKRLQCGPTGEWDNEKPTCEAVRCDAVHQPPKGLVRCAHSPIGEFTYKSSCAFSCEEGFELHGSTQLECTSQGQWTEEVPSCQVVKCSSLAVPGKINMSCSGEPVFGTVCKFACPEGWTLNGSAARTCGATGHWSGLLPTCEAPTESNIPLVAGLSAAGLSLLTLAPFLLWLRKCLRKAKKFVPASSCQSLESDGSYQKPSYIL
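Test system – human umbilical vein endothelial cells (HUVEC), E-selectin induction · Input – 3,000 HUVEC seeded per well · Buffer or medium – EGM-2, gelatin · Compound dosing – single-point compound dose · Detection – immunofluorescence imaging · Measure – percent E-selectin-positive cells · Controls – TNF-alpha high, DMSO low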
PGC1a acetyl inh – lowers PGC1a acetylation signal in U2OS cells | AlphaScreen anti-acetyl-lysine; with virally co-expressed GCN5 acetyltransferase | inhibition, % at 15.6 µM | 350,000 tested, 0.17% active;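 active = every replicate shows inhibition of at least 40%; inconclusive = mean inhibition at least 40% but some replicate below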;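 note: 0% = neutral control wells and 100% = positive control wells; some results beyond the cut were filed as inactive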
ERAP1 HTS inh – blocks human ERAP1 aminopeptidase activity | recombinant ERAP1, Leu-AMC fluorescence, 60 min | inhibition, % at 10.7 µM | 340,000 tested, 0.15% active;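 active = mean replicate inhibition of at least 30%, or all replicates individually reaching that 30% level; inactive = mean below 30% and not every replicate reaching it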;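 note: 0% = neutral control wells and 100% = L-leucinethiol positive control wells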
RAD54 inh – blocks human RAD54 Holliday junction branch migration. Q92698. FAM/BHQ fluorescence. inhibition, % at 10.4 µM. 360,000 tested, 0.14% active. AID 602329;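 active = mean normalized replicate activity at least 40 and at least half of replicates scoring 40 or more; inconclusive = only one of the two criteria met; inactive = mean below 40 and under half of replicates reaching 40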;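 note: 0% = median of neutral control wells and 100% = median of positive control wells; inhibitors cause a drop in the FAM fluorescence signal; in these data hits start at about 50%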
PglD inh – blocks C. jejuni PglD acetyltransferase activity; purified PglD enzyme, DTNB colorimetric CoA detection; inhibition, % at 12.5 µM; 360,000 tested, 0.098% active; AID 602405; in the data active = inhibition above about 16%, passing the limit was not always enough; inconclusive = no clear call, values can overlap the other calls; note: strong numbers were not always called active
* marks the source's active call; other numbers are inactive results; ? = inconclusive; . = not tested or not shown; [ ] = remark or other dose.

smiles,RAD52 inh,Cneo AK release,miR-122 sensor,E-sel inducer,PGC1a acetyl inh,ERAP1 HTS inh,RAD54 inh,PglD inh
Cc1ccc(N2CCN(C(=O)c3cccc([N+](=O)[O-])c3)CC2)cc1Cl,-7,-3,-5,.,-9,9,3,-10
Cc1ccc(NC2CC(=O)N(c3ccc(N4CCCCC4)cc3)C2=O)cc1 (stereo not drawn),-11,5,-3,.,2,-2,3,3
CC1=NNC(=O)C1Cc1ccc(F)cc1 (stereo not drawn),0,0,-4,1.1,4,.,-10,1
C#CCOCCOCCOCCNc1nc(N2CCN(C(=O)[C@H](CCCCN)n3cc(CC(C)O)nn3)CC2)nc(N2CCN(C(=O)[C@H](CCCCN)n3cc(CC(C)O)nn3)CC2)n1 (stereo partly drawn),6,1,1,0.0,-12,-7,-17,-2
O=C(Nc1cccc(-n2cnnn2)c1)c1ccco1,.,0,-10,.,9,.,-6,5
CC1(C(=O)NS(=O)(=O)c2cccc(C#N)c2)CCN1C(=O)c1cccc2ccccc12 (stereo not drawn),1,0,7,-0.1,5,1,9,5
CCc1ccccc1S(=O)(=O)Cc1ccc(C(=O)N2CCN(c3ccccn3)CC2)o1,-33,1,1,.,-3,.,-1,-5
O=C(CN1C(=O)c2ccccc2S1(=O)=O)NCCC1=CCCCC1,.,0,-3,.,-3,.,-13,0
Cc1ccc(CS(=O)(=O)Cc2ccc(C(=O)NCc3cccnc3)o2)cc1,.,1,-5,.,-15,.,-10,-7
CCc1nc2c(OCCc3cccc(OC)c3)cccn2c1N(C=O)Cc1ccccc1,4,8,-5,-0.2,-5,6,2,-5
O=C(/C=C/[C@H]1O[C@@H](n2ccc(=O)[nH]c2=O)[C@H](O)[C@@H]1O)NCCN1CCOCC1,-6,2,-5,-0.1,4,-1,-11,3
NC(CCc1ccccc1)c1csc(NC(=O)NCCc2ccccc2)n1 (stereo not drawn),-92,0,-2,0.1,.,-2,1,5
COc1ccc(CN(C)C[C@H]2OCCCC[C@@H](C)Oc3ccc(NS(=O)(=O)c4ccccc4)cc3C(=O)N([C@@H](C)CO)C[C@H]2C)cc1,26,1,-1[16.7 µM],-0.3,-1,-3,7,-2
COc1ccc(-c2cc(C(=O)Nc3ccc(F)cc3F)no2)cc1,-2,1,-1,-0.1,10,0,-2,-2
COc1ccc(CCNc2nnc(Sc3nnnn3-c3ccccc3)s2)cc1OC,.,0,41,.,-25,.,-5,-2
COc1cccc(NC(=O)COc2cccc3c2CCNC3=O)c1,-1,0,.,.,.,2,-8,5
O=c1c2cnn(-c3ccccc3Cl)c2ncn1Cc1cccnc1,-20,2,6,.,5,1,4,-2
CCCNC(=O)N1C[C@H](C)[C@H](OC)CN(C)C(=O)c2ccc(NC(C)=O)cc2OC[C@@H]1C,0,1,12[16.7 µM],-0.1,-5,2,-5,8
Cc1cccc(N2CCN(C(=O)CCS(=O)(=O)c3ccc4c(c3)NC(=O)C(C)S4)CC2)c1C (stereo not drawn),-31,2,-2,.,-3,0,-4,-1
C[C@@H]1CN([C@@H](C)CO)C(=O)c2cc(NC(=O)C3CCCCC3)ccc2O[C@H]1CN(C)Cc1ccncc1,3,5,6[16.7 µM],-5.4,.,-4,6,1
COc1ccc2nc(NC(=O)NC3CCCCC3)sc2c1,-10,.,.,-0.2,1,-2,.,.
N#CC1C(=O)NC(=O)C(C#N)C12CCCc1sccc12 (stereo not drawn),-16,1,-4,1.2,-3,1,-4,-2
CC(C)NC(=O)Nc1cccc2c1O[C@H](CN(C)Cc1ccccc1)[C@@H](C)CN([C@H](C)CO)C2=O,3,-8,28[16.7 µM],0.0,4,-2,-15,-2
C[C@H](CO)N1C[C@H](C)[C@H](CN(C)Cc2ccc(C(F)(F)F)cc2)Oc2ccc(NC(=O)c3ccncc3)cc2CC1=O,2,4,-3[16.7 µM],0.6,-7,1,0,4
Cc1ccc(C(=O)Nc2cccnc2)cc1NC(=O)c1ccco1,.,-2,-1,.,3,.,-1,1

Arranged by count of non-hydrogen atoms (smallest number first): part of the list above.
smiles,RAD52 inh,Cneo AK release,miR-122 sensor,E-sel inducer,PGC1a acetyl inh,ERAP1 HTS inh,RAD54 inh,PglD inh
Cc1ccc(NC2CC(=O)N(c3ccc(N4CCCCC4)cc3)C2=O)cc1 (stereo not drawn),-11,5,-3,.,2,-2,3,3
O=C(/C=C/[C@H]1O[C@@H](n2ccc(=O)[nH]c2=O)[C@H](O)[C@@H]1O)NCCN1CCOCC1,-6,2,-5,-0.1,4,-1,-11,3
COc1ccc(CCNc2nnc(Sc3nnnn3-c3ccccc3)s2)cc1OC,.,0,41,.,-25,.,-5,-2

New compounds follow.
smiles,RAD52 inh,Cneo AK release,miR-122 sensor,E-sel inducer,PGC1a acetyl inh,ERAP1 HTS inh,RAD54 inh,PglD inh
COC(=O)C[C@H]1C[C@H]2c3cc(NC(=O)Nc4ccccc4)ccc3O[C@H]2[C@H](CO)O1,3,62,-2[16.7 µM],0.4,-2,-1,7,1
COC(=O)/C(=C\Nc1ccc(Oc2ccc(F)cc2F)nc1)NC(=O)c1ccccc1,-30,-4,-2,.,4,.,-4,-2
C=CCN1C(=O)C2C(C(=O)NC)C3C=CC2(O3)C1C(=O)NCc1ccc(OC)cc1 (stereo not drawn),.,3,-1,.,-4,.,-3,-7
Cc1cccc(C)c1Nc1nnc(SCC(=O)c2ccc3c(c2)NC(=O)CO3)s1,.,5,1,.,2,.,-5,2
CN(C)C(=O)[C@@]1(Cc2ccccc2N=[N+]=[N-])N=C(c2ccc(OCCCO)cc2)O[C@H]1c1ccccc1,4,11,.,.,-3,3,2,4
CCCCNC(=O)c1c(CSc2ccccc2)noc1C(=O)NCc1ccccc1,-12,2,-4,0.2,.,1,1,0
COc1ccc(C(=O)NC(=S)N(C)Cc2ccccc2)cc1Br,-13,.,3,.,?,-3,.,.
COc1cc(/C=C(/C#N)C(=O)NCc2ccccc2)cc(OC)c1OC,-6,17,-3,.,3,1,10,1
CN(C)c1ncc([N+](=O)[O-])cc1C(F)(F)F,1,4,-6,1.6,5,1,-2,-9
CCCCN1C(=O)NC2NC(=O)NC21 (stereo not drawn),.,0,2,.,10,.,-7,0
O=C(CC1Sc2ccccc2NC1=O)Nc1cccc(-c2nnc3n2CCCCC3)c1 (stereo not drawn),.,0,-4,.,-6,.,-2,3
CCc1nc2nc(C)c(NS(=O)(=O)c3ccc(Cl)s3)c(=O)n2[nH]1,-2,1,-3,.,10,0,2,-1
CC1(C)CC(O)(CNCc2ccc3c(c2)OCO3)CCO1 (stereo not drawn),.,-15,-8,.,-2,.,8,0
O=C(N/N=C/c1ccc2c(c1)OCO2)C1CC1,-14,0,-2,0.1,1,-3,-7,6
O=C(CNS(=O)(=O)c1ccccc1)NCc1ccccn1,.,-4,-6,.,7,.,2,2
CCCN(C)C[C@@H]1OCCCC[C@@H](C)Oc2ccc(NC(=O)C3CCCCC3)cc2C(=O)N([C@H](C)CO)C[C@@H]1C,17,0,10[16.7 µM],0.1,0,5,-2,-37
CN1CCN(C(=O)C(=O)c2cn(CC(=O)N3CCCCCC3)c3ccccc23)CC1,-102,3,1,-0.1,-12,-5,1,-3
Cc1cc(C=C2C(=O)c3ccccc3C2=O)c(C)n1-c1ccccc1,.,-1,-8,.,5,.,3,-1
CCOC(=O)N1CCN(C(=O)c2cc(-c3ccc(OCC)cc3)nc3ccccc23)CC1,.,-18,16,.,15,.,-15,2
COCCNC(=O)c1cc(-c2cccs2)on1,-43,-2,-9,-0.3,6,.,0,2
COc1ccc(NC(=O)Nc2cccc3c2O[C@H](CN(C)CC2CCCCC2)[C@@H](C)CN([C@H](C)CO)C3=O)cc1,11,1,-20[16.7 µM],0.6,-7,-1,-5,2
C[C@@H]1CCCCO[C@H](CN(C)C(=O)Nc2ccc(F)cc2)[C@H](C)CN([C@@H](C)CO)C(=O)c2cc(NC(=O)C3CCCCC3)ccc2O1,-33,54,-7[16.7 µM],0.0,27,-1,4,-3
C/C(=N\Nc1c([N+](=O)[O-])c(C)nn1C)c1ccc(F)cc1F,2,-1,7,-1.6,-26,-3,-16,12
Cn1cnc(CCNC(=O)C[C@@H]2CC[C@@H]3[C@H](COC[C@@H](O)CN3C(=O)C3CC3)O2)c1,-5,-4,6[16.7 µM],0.1,6,1,-7,1
CN1C(=O)c2cc(NS(=O)(=O)c3ccc(Cl)cc3)ccc2OC[C@H]2O[C@H](CC(=O)N3CCc4ccccc4C3)CC[C@H]21,0,-3,-17[16.7 µM],0.1,-3,-1,6,0

Following part.
smiles,RAD52 inh,Cneo AK release,miR-122 sensor,E-sel inducer,PGC1a acetyl inh,ERAP1 HTS inh,RAD54 inh,PglD inh
COc1ccc(Cl)cc1NC(=S)NCc1cccnc1,-6,0,37,.,-3,2,-2,-3
CCOC(=O)/C=C(\C)Nc1cc(C)nn1-c1ccccc1,.,0,6,.,-4,.,-6,-6
Cn1c(Cc2cccc3ccccc23)nnc1SCC(=O)N1CCN(c2cccc(Cl)c2)CC1,.,5,-6,.,-6,.,-3,-2
COc1cccc(-c2ccc3c(c2)O[C@@H](CN(C)Cc2ccncc2)[C@H](C)CN([C@H](C)CO)S3(=O)=O)c1,-18,-5,-2[16.7 µM],0.1,-33,-3,0,1
COc1ccc(C(F)(F)F)cc1N/C=C/c1nnnn1-c1ccc(C)cc1,-17,1,-4,0.4,-8,-4,-3,-7
COc1ccc(CCC(=O)NCCOc2ccc(Cl)cc2)cc1,-18,0,.,0.0,-5,0,-1,9
COc1cccc(-c2cc(C(F)(F)F)nc(N3CCCCC3)n2)c1,.,0,3,-0.1,12,.,9,-6
Cc1cccc(N(CC(=O)Nc2cccnc2)S(C)(=O)=O)c1,-4,-2,2,.,-6,-4,-5,1
CC(C)Cn1c(N)c(C(=O)COC(=O)c2ccc3c(c2)OCCO3)c(=O)n(C)c1=O,.,-4,-2,.,-7,.,-15,0
CCOC(=O)c1c(C)[nH]c(C(=O)OCC(=O)N(CC(C)C)c2c(N)n(Cc3ccccc3)c(=O)[nH]c2=O)c1C,-403,-1,-3,-1.1,6,-2,-29,0
C[C@H](CO)N1C[C@H](C)[C@H](CN(C)C(=O)Nc2ccccc2)Oc2ncc(C#CC(C)(C)O)cc2C1=O,0,1,43[16.7 µM],0.1,0,0,3,2

Source: PubChem BioAssay (Broad Institute)

Random draw from the library; overall some 1.4% were active at least once.
